Assay outcomes as filed in PubChem BioAssay.
Luc counter: Counterscreen for Luciferase (Kinase-Glo TM) Inhibition | Luciferin 4-monooxygenase (Photuris pensylvanica), Q27757 | Kinase-Glo luciferase, ATP luminescence, 8 min | Potency, µM (highest dose often 38.3 µM), for inactives: at the highest dose activity change, negative = inhibition, most hits filed as inhibitors | hit rate 0.28% among 200,000; further: on the % scale 0 is the no-effect control and ±100 the full control effect; nearly all actives have a fitted effect of over 60% in size
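Inhibition of Kinase-Glo luciferase light generation was assessed at 10 uM ATP in pH 7.2 imidazole buffer, with luminescence measured after eight minutes at ambient temperature.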
NPSR antag: qHTS Assay for Antagonists of the Neuropeptide S Receptor: cAMP Signal Transduction; Q6W5P4; CHO-NPSR cells, cAMP TR-FRET, antagonist mode; Potency, µM (series often up to 38.3 µM), for inactives: top-dose activity change, negative = inhibition, most hits filed as inhibitors; hit rate 1% among 220,000; AID 1461, 2008; further: on the % scale 0 is the no-effect control and ±100 the full control effect; nearly all actives have a fitted effect of over 50% in size; many of its hits are not listed in these tables
Target sequence (Q6W5P4 whole entry, looked up): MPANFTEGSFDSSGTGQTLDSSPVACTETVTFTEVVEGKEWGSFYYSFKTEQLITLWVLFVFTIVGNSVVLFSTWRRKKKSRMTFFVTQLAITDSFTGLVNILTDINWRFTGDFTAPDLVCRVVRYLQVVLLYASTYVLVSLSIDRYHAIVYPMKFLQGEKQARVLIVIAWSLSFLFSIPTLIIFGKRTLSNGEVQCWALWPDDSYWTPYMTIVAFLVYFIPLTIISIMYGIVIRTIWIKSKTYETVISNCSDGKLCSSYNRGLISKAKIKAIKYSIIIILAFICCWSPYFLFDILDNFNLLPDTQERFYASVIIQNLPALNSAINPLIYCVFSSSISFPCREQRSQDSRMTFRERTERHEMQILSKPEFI
SMN2 splice up: qHTS Assay for Enhancers of SMN2 Splice Variant Expression; HEK293 SMN2-luciferase splicing reporter, luminescence, 30-36 h; Potency, µM (highest dose often 46.1 µM), without a hit: top-dose activity change, positive = activation, actives largely listed as activators; hit rate 2.8% among 210,000; AID 1458, 2008; further: % of control where 0% means no effect; nearly all actives have a fitted effect of over 55% in size
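HEK293 cells carry an SMN2 minigene-luciferase reporter in which exon 7 inclusion puts luciferase in frame. Cells were seeded at 2000 cells/well, attached for 10-12 hours, then exposed to compounds for 30-36 hours at 37C before ONE-Glo luminescence.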
IMPase Li inh: qHTS Assay for Identifying the Cell-Membrane Permeable IMPase Inhibitors: Potentiation with Lithium | CHO-M1 cells, IP1 TR-FRET (IP-One), carbachol + lithium | AID 1457, 2008 | hit rate 0.35% among 210,000 | Potency, µM (titrated, usually from 59.4 µM), without a hit: top-dose activity, negative = IMPase inhibition, hits mostly inhibitors;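 further: IP1 builds up when IMPase is blocked and the TR-FRET signal falls; plate controls were basal vehicle for no effect and high inhibitor control for full effect; nearly all actives have a fitted effect of over 50% in size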
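Steps: plate 2000 CHO-M1 cells per well and culture 16–30 h; add compound and lithium; incubate 30 min, 37C; add d2-IP1 tracer and Eu cryptate anti-IP1 antibody in lysis buffer; read after 10 min at room temperature.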
Epigenetic derep: Quantitative High-Throughput Screen for Regulators of Epigenetic Control; murine LDR cells, GFP reporter derepression, 30 h; Potency, µM (top dose mostly 53.9 µM), for the others: at the top dose GFP activation, usual class: activators; hit rate 0.2% among 280,000; further: % of control where 0% means no effect; nearly all actives have a fitted effect of over 60% in size
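Murine LDR cells carrying a silenced, genomically integrated CMV-driven GFP reporter were exposed to compound for 30 hours at 37 C. After PBS washes, GFP-positive cells (20–120 um objects) were counted by laser-scanning microplate cytometry.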
RGS12 GoLoco inh: qHTS Assay for Inhibitors of RGS12 GoLoco Motif Activity (Red Fluorophore). Gai1:RGS12 GoLoco peptide FP, rhodamine, 10 min. Potency, µM (highest dose often 61.6 µM), for the others: top-dose activity, negative = inhibition, actives largely listed as inhibitors. hit rate 0.44% among 230,000; active means well fitted inhibition curve with a large enough effect, not every such curve was filed as active; inactive means no such curve, though single readings can be large or run the other way; further: on the % scale 0 is the no-effect control and ±100 the full control effect; nearly all actives have a fitted effect of over 30% in size; many of its hits are not listed in these tables
Target sequence (P63096 whole entry, looked up): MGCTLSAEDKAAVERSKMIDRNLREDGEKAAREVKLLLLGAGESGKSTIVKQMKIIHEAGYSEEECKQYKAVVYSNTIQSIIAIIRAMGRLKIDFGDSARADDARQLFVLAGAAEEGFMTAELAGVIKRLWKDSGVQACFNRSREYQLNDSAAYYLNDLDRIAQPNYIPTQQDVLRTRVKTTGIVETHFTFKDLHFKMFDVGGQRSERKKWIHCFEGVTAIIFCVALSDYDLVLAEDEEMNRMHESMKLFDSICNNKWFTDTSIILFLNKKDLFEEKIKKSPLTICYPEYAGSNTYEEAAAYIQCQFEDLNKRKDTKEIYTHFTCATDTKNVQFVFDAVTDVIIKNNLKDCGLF
RECQ1 helicase: qHTS Assay for Inhibitors of RecQ-Like Dna Helicase 1 (RECQ1). hit rate 0.54% among 240,000. ATP-dependent DNA helicase Q1 (Homo sapiens), P46063. AID 2549, 2010. Potency, µM (titrated, usually from 57.3 µM), inactives show at the top dose activity, negative = inhibition, actives largely listed as inhibitors. RECQ1 DNA unwinding, red fluorescence kinetic read;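 further: plate controls were vehicle for no effect and no enzyme for full effect; nearly all actives have a fitted effect of over 30% in size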
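50 nM RECQ1T1 preincubated 15 min with compound in Tris pH 8.0 buffer with MgCl2, DTT, Tween-20 and 2.5 ug/ml poly(dI-dC); started with 200 nM TAMRA/BHQ-2 forked duplex and 2 mM ATP. Unwinding read as fluorescence (525/598 nm), two reads 2 h apart.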
JMJD2E inh: qHTS Assay for Inhibitors of Human Jumonji Domain Containing 2E (JMJD2E) | Lysine-specific demethylase 4E (Homo sapiens), B2RXH2 | JMJD2E catalytic domain, FDH-coupled NADH fluorescence (FDH is formaldehyde dehydrogenase) | Potency, µM (series often up to 57.1 µM), for inactives: at the top dose activity change, negative = inhibition, most hits filed as inhibitors | hit rate 1.6% among 230,000 | AID 2147, 2009; active means well fitted inhibition curve with a large enough effect, not every such curve was filed as active; inconclusive means small, poorly fitted or top-dose-only effect, or another doubt; inactive means no such curve, though single readings can be large or run the other way;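 further: 0% = wells with enzyme and -100% = buffer wells without enzyme; nearly all actives have a fitted effect of over 50% in size; many of its hits are not listed in these tables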
Target sequence (B2RXH2 1-337 limits assumed): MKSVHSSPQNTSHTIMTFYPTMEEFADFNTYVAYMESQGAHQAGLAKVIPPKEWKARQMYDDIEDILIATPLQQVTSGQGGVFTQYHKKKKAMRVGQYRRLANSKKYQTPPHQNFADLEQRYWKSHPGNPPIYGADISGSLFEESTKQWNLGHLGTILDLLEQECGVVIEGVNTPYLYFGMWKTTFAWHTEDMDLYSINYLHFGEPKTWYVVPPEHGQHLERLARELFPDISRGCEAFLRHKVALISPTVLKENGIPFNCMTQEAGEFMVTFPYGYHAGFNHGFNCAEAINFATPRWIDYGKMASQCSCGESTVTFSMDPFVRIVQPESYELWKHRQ
* marks the source's active call; other numbers are inactive results; i = inactive; ? = inconclusive; · = not tested or not shown; [ ] = dose if it differs, or a comment. Unless noted, the call rests on the fitted dose curve; in most records, active means well fitted curve in the direction sought with a large enough effect; inconclusive means small, poorly fitted or top-dose-only effect, or another doubt; inactive means no such curve, though single readings can be large; an effect the other way counts as inactive or inconclusive. Potency means the concentration at half of the fitted maximal effect.

SMILES | Luc counter | NPSR antag | SMN2 splice up | IMPase Li inh | Epigenetic derep | RGS12 GoLoco inh | RECQ1 helicase | JMJD2E inh
Cc1ccoc1C(=O)NCCNc1ccc(Cl)cc1[N+](=O)[O-] | -4% | -14% | 11% | -3% | 0.0% | 7% | -8% | 2%
O=C(O)C1CCCCC1C(=O)Nc1ccc(F)c(F)c1 (stereo unspecified) | 0% | 13% | 14% | 0% | 4.8% | 2% | 4% | 3%
O=C(NC1CCCCC1)N1CCC(n2c(=O)[nH]c3ccccc32)CC1 | 17% | -1%[46.1 µM] | -13% | -1%[38.3 µM] | -4.6% | -11% | -5% | 2%
CCOc1ccc(-c2nnc3ccc(SCc4ccc(C(=O)OC)o4)nn23)cc1 | 0% | 11%[46.1 µM] | -18% | ? | ? | 19% | -7% | ?
CCc1cc2cc3c(cc2nc1SCC(=O)Nc1cc(OC)c(OC)cc1C(=O)O)OCO3 | -1% | -13% | 11% | 2% | -2.2% | 22% | 4% | ?
O=C(Nc1cccc(Cl)c1)c1ccc(NCC2CCCO2)c([N+](=O)[O-])c1 (stereo unspecified) | · | -28%[46.1 µM] | · | · | ? | · | -2% | 6%
COc1cccc(/C=N/NC(=O)c2ccc3nc[nH]c3c2)c1O | · | -10% | · | · | 0.1% | 11% | -13% | 10µM*
C[C@H]1[C@H](C)CC[C@]2(C(=O)O)CC[C@]3(C)C(=CC[C@@H]4[C@@]5(C)C[C@@H](O)[C@H](O)C(C)(C)[C@@H]5CC[C@]43C)[C@H]12 | -2% | -36% | 15% | 2% | -1.0% | 2% | 3% | 1%
COc1ccc(CCNC(=S)N(C)C)cc1OC | · | -9% | · | · | 0.1% | 5% | -1% | 1%
O=C(NNC(=O)c1cccnc1SCc1cccc([N+](=O)[O-])c1)c1cccnc1 | 3% | 7% | -39%[inhibitor] | 4% | 0.0% | -5% | 1% | -1%
Cc1ccc(-n2[nH]c(C)c(CCC#N)c2=O)cc1 | -5% | 6% | -1% | -8% | 2.6% | 7% | 11% | 2%
COc1ccc(OC)c(NC(=O)c2cccc(Cn3cc(Br)c([N+](=O)[O-])n3)c2)c1 | -1% | -21% | -36%[inhibitor] | 3% | 1.1% | -8% | i | -5%
CN(C)c1ccc2c(=O)[nH][nH]c(=O)c2c1 | -2% | 6% | -1% | 3% | -0.9% | -1% | 1% | ?
CCOCc1nnc(NC(C)=O)s1 | 0% | 0%[46.1 µM] | -3% | 0%[38.3 µM] | -1.2% | -9% | -1% | 1%
CC1(O)C(=O)C=C2C=C(c3ccc(C#N)cc3)OC=C2C1=O (stereo unspecified) | -2% | · | 6% | 15% | -1.1% | 9% | -3% | 0%
C=C(C)C1CCC2(C(=O)O)CCC3(C)C(CCC4C5(C)C(C=O)C(O)C(C)(C)C5CCC43C)C12 (stereo unspecified) | · | ? | · | · | 1.4% | 10% | i | -14%
COc1ccc(OC)c(/C=c2\sc3nc(-c4cccs4)nn3c2=O)c1 | 0% | -12%[46.1 µM] | -5% | 13%[38.3 µM] | -5.1% | 18% | -1% | ?
CCNC(=S)N/N=C(\C)c1ccc2ccccc2c1 | -1% | -50% | -5% | -3% | -2.5% | 6% | -3% | -6%
Cc1cc(C)n2nc(SCC(=O)N/N=C/c3ccccn3)nc2n1 | 3% | 14% | -10% | -1% | 7.3% | -1% | 0% | ?
COc1ccc(CCNC(=O)CCN2C(=O)COc3ccc(C)cc32)cc1OC | -3% | 0%[46.1 µM] | -1% | -5%[38.3 µM] | 6.3% | 6% | 0% | -4%

Shown as a hit in JMJD2E inh, among the entries above:
| Compound | NPSR antag | IMPase Li inh | Epigenetic derep | RGS12 GoLoco inh | RECQ1 helicase | JMJD2E inh |
| --- | --- | --- | --- | --- | --- | --- |
| COc1cccc(/C=N/NC(=O)c2ccc3nc[nH]c3c2)c1O | -10% | · | 0.1% | 11% | -13% | 10µM* |

(cont.)
SMILES | Luc counter | NPSR antag | SMN2 splice up | IMPase Li inh | Epigenetic derep | RGS12 GoLoco inh | RECQ1 helicase | JMJD2E inh
O=C1CC(N2CCN(c3ccc(F)cc3)CC2)C(=O)N1Cc1cccs1 (stereo unspecified) | 15% | -19%[46.1 µM] | 6% | 46%[activator][38.3 µM] | 0.0% | -9% | -5% | -1%
CCc1ccccc1N1CC23C=CC(O2)C(C(=O)OCC(C)C)C3C1=O (stereo unspecified) | -4% | 10%[46.1 µM] | -1% | 9%[38.3 µM] | 1.7% | 2% | -11% | 2%
c1ccc(Cn2c(CSc3nnnn3-c3ccccc3)nc3ccccc32)cc1 | 1% | ? | -8% | 7%[38.3 µM] | 0.7% | -4% | i | ?
CCc1ccc(NC2CC(=O)N(c3ccc(OC)cc3OC)C2=O)cc1 (stereo unspecified) | 0% | -23%[46.1 µM] | -13% | 38%[activator][38.3 µM] | -1.1% | -1% | -1% | 2%
CC(=O)c1sc(NC(=O)C(C)C)nc1C | -4% | 29%[46.1 µM] | 5% | 11µM* | 1.8% | 3% | -15% | -3%
O=C1CC(NNc2ccccc2)C(=O)N1c1ccccc1 (stereo unspecified) | -5% | -5% | 22% | 3% | -1.3% | 5% | -9% | -19%
Cc1ccc(NC2OC(CO)C(O)C(O)C2O)cc1 (stereo unspecified) | 6% | -6%[46.1 µM] | 15% | 24%[38.3 µM] | -0.1% | 2% | -4% | 0%
O=C(O)Cc1ccc(-c2ccccc2-c2ccccc2)cc1 | 0% | -11%[46.1 µM] | -22% | 21% | 0.0% | 14% | 3% | 10%
CCC(C)C(=O)Nc1nc(C)c(-c2csc(Nc3cc(OC)ccc3OC)n2)s1 (stereo unspecified) | -1% | -24%[46.1 µM] | -36%[inhibitor] | 15%[38.3 µM] | -1.1% | 9% | i | ?
COC(=O)c1c(NC(=O)COC(=O)Cn2cnc3ccccc32)sc2c1CCCC2 | -1% | 14% | 9% | 10% | 1.1% | 9% | -11% | -3%
O=C(CCC(=O)N(CC(=O)NC1CCCCC1)Cc1cccs1)Nc1ccccn1 | 4% | 4% | -54%[inhibitor] | 5% | 6.4% | -7% | -6% | 8%
Cc1ccccc1S(=O)(=O)NC1=NCCCCC1 | -2% | 13% | -3% | 2% | 1.5% | 15% | -8% | -2%
CCC(=O)N1c2ccc(S(=O)(=O)CCC(=O)NC3CCCC3)cc2CC1C (stereo unspecified) | 2% | -5%[46.1 µM] | -12% | -4%[38.3 µM] | -0.9% | 10% | -1% | -3%
CCOc1ccc(NC(=O)Cn2nnc(C(=O)NCc3ccco3)c2N)cc1 | -4% | -5%[46.1 µM] | 6% | -22%[38.3 µM] | 1.0% | 2% | -4% | 10%
O=C(COC(=O)C12CC3CC(CC(C3)C1)C2)Nc1ccc([N+](=O)[O-])cc1Cl | 0% | -17% | -6% | -5% | -3.0% | -7% | -6% | 3%
OCc1cn(-c2ccccc2)nn1 | 2% | 7% | -4% | -1% | -0.5% | 11% | 0% | 12%
Oc1ccc(/C=N/n2cc(-c3ccccc3)[nH]c2=S)cc1 | 1% | -20% | 14% | 0% | -1.4% | 11% | i | ?
Cc1sc2ncnc(OCC(=O)NC3CCS(=O)(=O)C3)c2c1C (stereo unspecified) | · | -18% | · | · | 5.9% | -4% | -3% | 0%
CC(=O)Nc1ccc(C(=O)CSc2cc(C)c3cccc(C)c3n2)cc1 | -1% | -20% | 12% | 6% | 12% | -4% | -7% | -14%
O=c1[nH]cc(O)c(=O)[nH]1 | · | -19% | · | · | 0.0% | 14% | -8% | -2%

Complete entries as entered above. Order of screens: Luc counter	NPSR antag	SMN2 splice up	IMPase Li inh	Epigenetic derep	RGS12 GoLoco inh	RECQ1 helicase	JMJD2E inh
`Cc1ccc(-n2[nH]c(C)c(CCC#N)c2=O)cc1` reads -5%	6%	-1%	-8%	2.6%	7%	11%	2%
`CCc1cc2cc3c(cc2nc1SCC(=O)Nc1cc(OC)c(OC)cc1C(=O)O)OCO3` reads -1%	-13%	11%	2%	-2.2%	22%	4%	?
`CC(=O)c1sc(NC(=O)C(C)C)nc1C` reads -4%	29%[46.1 µM]	5%	11µM*	1.8%	3%	-15%	-3%
`COc1ccc(CCNC(=S)N(C)C)cc1OC` reads ·	-9%	·	·	0.1%	5%	-1%	1%

Next section:
SMILES | Luc counter | NPSR antag | SMN2 splice up | IMPase Li inh | Epigenetic derep | RGS12 GoLoco inh | RECQ1 helicase | JMJD2E inh
CC(=O)Nc1ccc(C(=O)NNC(=O)c2cc([N+](=O)[O-])cc([N+](=O)[O-])c2)cc1 | 1% | 1% | · | -4% | -5.5% | -3% | -6% | -2%
COc1ccc(/C=C/C(=O)c2cc(Cl)ccc2O)c(OC)c1 | · | -41% | · | · | 0.0% | 5% | -11% | -2%
Cc1noc(C)c1CSc1ncnc2sc3c(c12)CCC(C)C3 (stereo unspecified) | -2% | -20% | ? | 15% | 0.3% | 1% | 1% | -5%
O=C(O)C(Cc1ccccc1)NS(=O)(=O)c1ccc2c(c1)OCCO2 (stereo unspecified) | 1% | 7%[46.1 µM] | -11% | -9%[38.3 µM] | -1.8% | 10% | -13% | 5%
c1ccc(OCCSc2nnnn2C2CCCCC2)cc1 | 0% | -21%[46.1 µM] | 11µM* | 16%[38.3 µM] | 0.0% | -10% | -1% | 4%
Clc1cnc(N/N=C/c2cccs2)c(Cl)c1 | -8% | -3%[46.1 µM] | ? | 0%[38.3 µM] | -2.1% | -7% | -9% | -9%
CCOC(=O)c1ccc2nc(C)c(C)nc2c1 | · | 13% | · | · | 0.0% | 6% | i | -3%

Some of the compounds tested. The share of hits here may be higher or lower than overall.
